# Bioassay records deposited in PubChem by NCI.
# Growth percent in the NCI-60 one-dose screen (48 h, 10 µM unless noted): 100 = growth as untreated, 0 = no growth, -100 = all killed.
# ACHN: ACHN renal cancer; 4.9% of 81,000 active
# RXF 393: RXF 393 renal cancer cells; AID 1794773; 6.9% of 77,000 active
# UO-31: UO-31 renal cancer; 5.2% of 81,000 active; AID 1794768
# 786-0: 786-0 renal cancer cells. 5.1% of 81,000 active
# SN12C: SN12C renal cancer cells; 3.8% of 81,000 active
# A498: A498 renal cancer cells; 5.4% of 76,000 active
# TK-10: TK-10 renal cancer cells; 3.9% of 81,000 active; AID 1794769
# CAKI-1: CAKI-1 renal cancer; 4.7% of 75,000 active; AID 1794772
# Active calls of the source: *; x = not tested or not shown; & = joins results of further samples; [ ] = dose if it differs, or a comment. Rule for the calls: active = growth percent below 10; inactive = the rest.
smiles,CAKI-1,SN12C,786-0,ACHN,UO-31,RXF 393,TK-10,A498
CCCOC(=O)c1ccc(Cl)c(Cl)c1,97,109,104,107,93,114,99,105
Cc1ccc(-c2cn(CC(=O)Nc3nc4ccccc4s3)nn2)cc1,87,98,106,102,67,116,113,112
O=C(/C=C/c1ccc([N+](=O)[O-])cc1)c1ccc(NC(=O)c2ccccc2CN2C(=O)c3ccccc3C2=O)cc1,75,94,99,96,65,106,100,x
Brc1ccc(Br)s1,106,102,106,102,94,105,101,105
O=C(O)c1c(-c2ccc(Cl)c(Cl)c2Cl)nc2n1CCS2,77,94,94,102,83,95,98,92
COc1ccc(-c2cc(-c3cccnc3)[nH]c(=O)c2C(N)=O)cc1OC,98,106,104,104,78,x,98,109
FC(F)(F)Oc1cccc(-c2cc(NCCCCCCNc3cc(-c4cccc(OC(F)(F)F)c4)nc4ccc(N5CCCC5)cc34)c3cc(N4CCCC4)ccc3n2)c1,5.9*,-81*,-83*,-16*,35,x,-90*,22
COc1ccc(/C(C)=N\NC(N)=O)cc1,96,98,95,109,91,106,103,101
Cc1cc2ccccc2c[n+]1CCCC[n+]1cc2ccccc2cc1C,x,96,96,104,90,116,94,115
Cc1cc(Cl)nc(N(CCNc2ccnc3cc(Cl)ccc23)Cc2ccccn2)n1,56,53,39,45,43,59,63,86
Clc1cc(Cl)cc(N2N=C(c3cccc(Nc4ccncc4)c3)CC2c2ccc(Br)cc2)c1 (configuration not stated),48,58,105,46,52,x,71,89
O=c1c(/C=C/c2ccco2)n[nH]c(=S)n1/N=C/c1ccc([N+](=O)[O-])cc1,100,98,95,107,79,x,131,102
O=c1[nH]nnc2c1ncn2C1OC(CO)C(O)C1O (configuration not stated),25,98,54,30,36,81,40,87
CC(=O)OCC(=O)[C@@]1(O)CCC2C3CCC4=CC(=O)CC[C@]4(C)C3[C@@H](O)C[C@@]21C (some centres not stated),83,49,109,96,77,121,x,108
COc1cc2c(c(OC)c1OC)C(=O)CC(c1cccc(NC(=O)c3cc(NC(=O)[C@@H](N)CO)ccc3Cl)c1)O2 (some centres not stated),77,83,103,91,70,82,109,116
c1cnc2c(c1)CCC[C@@H]2N(CCCN1CCNCC1)Cc1cc2ccccc2cn1,57,78,85,65,38,83,83,109
Cc1ccc2nc(-c3ccc(-c4nnc(SCC(=O)Nc5ccc(Br)cc5)o4)cc3)[nH]c2c1,76,51,85,68,51,x,75,83
CCCCN(CCCC)CC(C)(C)C(O)c1ccc(OC)c2ccccc12 (configuration not stated),23,47,58,57,34,65,51,59
CCCCCC/C=C\CCCCCCCCOc1cccc(CCOP(=O)(O)OCC[N+](C)(C)C)c1,47,89,95,93,85,62,53,80
CC(C)=CCC1=C(O)c2ccccc2C(=O)C1=O,54,79,52,38,66,56,86,82

# Two compounds drawn at random from the list so far, as already listed:
smiles,CAKI-1,SN12C,786-0,ACHN,UO-31,RXF 393,TK-10,A498
O=c1[nH]nnc2c1ncn2C1OC(CO)C(O)C1O (configuration not stated),25,98,54,30,36,81,40,87
CC(=O)OCC(=O)[C@@]1(O)CCC2C3CCC4=CC(=O)CC[C@]4(C)C3[C@@H](O)C[C@@]21C (some centres not stated),83,49,109,96,77,121,x,108

# More compounds:
smiles,CAKI-1,SN12C,786-0,ACHN,UO-31,RXF 393,TK-10,A498
O=C(Nc1c(Cl)c(C2CC2)nn1-c1ccccc1)C(Cl)(Cl)Cl,99,97,101,100,105,108,98,112
CCC(=O)OC1=CN2C(=NC(c3ccc(Cl)cc3)=CC2c2cc(OC)c(OC)c(OC)c2)S1 (configuration not stated),97,102,102,98,86,102,97,101
Cc1ccc(S(=O)(=O)c2nc(-c3ccc(F)cc3)oc2S(C)(=O)=O)cc1,42,67,81,-92*,54,40,93,102
CCc1c2c(nc3ccc(OC(=O)NCc4ccc(B5OC(C)(C)C(C)(C)O5)cc4)cc13)-c1cc3c(c(=O)n1C2)COC(=O)[C@]3(O)CC,-43*,-0.3*,6.8*,-62*,-68*,-62*,0.4*,-63*
CCNc1cccc(S(=O)(=O)O)c1,x,107,103,110,95,104,95,108
O=C(Nc1cc(C2=NCCN2)cc(C2=NCCN2)c1)Nc1cc(C2=NCCN2)cc(C2=NCCN2)c1,90,103,101,107,100,97,85,93
O=C(Nc1ccccn1)c1ccc(-n2c(=O)[nH]c3ccccc3c2=O)cc1,85,86,55,71,93,92,89,125
CC(=O)N1N=C(c2ccc(F)cc2)CC1c1c(C)nn(-c2ccccc2)c1N1CCOCC1 (configuration not stated),x,100,89,103,81,98,x,81
C=C1C[C@@]2(C)C(CC[C@]3(C)C2CC=C2C4CC(C)(C)C[C@@H](OC(=O)/C(C)=C\C)[C@]4(C(=O)O)CC[C@]23C)C(C)(C)C1=O (some centres not stated),-7.1*,6.5*,-78*,-84*,-75*,-76*,17,-17*
CCCCNc1ccc(-c2ccc(NCCCC)cc2)cc1,65,81,59,71,59,80,92,60
Nc1nc(-c2ccccc2)[nH]c(=O)c1N=O,92,94,99,103,88,129,129,119
Cn1c(=O)c2[nH]c(=O)[nH]c2n(C)c1=O,105,107,x,112,82,130,98,110
Clc1cc(Cl)cc(Nc2ccc3cc(OCCCN4CCOCC4)ccc3n2)c1,75,60,-37*,42,26,5.1*,47,51
NC(=O)SCC(=O)Nc1ccccc1NC(=O)CSC(N)=O,98,99,115,104,88,110,119,88
ClC(c1ccccc1)(c1ccccc1)c1cccc2ccccc12,85,104,98,110,85,110,101,113
CN1C(=O)C2(SCC(C(=O)NC(C)(C)CC(C)(C)C)N2C(=O)C2CCCCC2)c2ccccc21 (configuration not stated),x,95,102,99,97,95,102,104
COc1ccc2cc(C3=NN(C(N)=S)[C@@H](c4ccccc4)C3)ccc2c1,77,72,70,92,68,93,75,71
O=C(CCCCCOc1ccc(NC(=O)Nc2ccc(Cl)cc2)cc1)Nc1ccccn1,82,94,103,98,74,108,100,91
NS(=O)(=O)c1ccc(-n2cc(-c3cccc(NC(=O)c4cc(Cl)cc(Cl)c4)c3)nn2)cc1,94,88,80,96,115,88,114,135
C/C(=N\NC(=O)CSc1nc2ccccc2c(=O)n1CCc1ccc(S(N)(=O)=O)cc1)c1ccc(F)cc1,85,87,59,92,97,88,89,83

# The list goes on.
smiles,CAKI-1,SN12C,786-0,ACHN,UO-31,RXF 393,TK-10,A498
O=C(N/N=C/c1c(Cl)cccc1Cl)c1cccc(Nc2ccnc(C(F)(F)F)c2)c1,88,91,82,87,77,111,91,95
COc1ccc(C(=O)N/N=C/c2ccc(OC)c([N+](=O)[O-])c2)cc1,99,104,105,111,106,112,107,104
c1cc(N2CCOCC2)nc(NCCCNc2nc(N3CCOCC3)nc(N3CCOCC3)n2)n1,104,105,97,96,83,x,71,100
CCOC(=O)CCC1=C(C)c2cc3cc(C)c(cc4cc(C)c(cc5nc(cc1n2)C(CCC(=O)OCC)=C5C)[nH]4)[nH]3,88,97,110,90,85,106,121,110
Cc1cccc([N+](=O)[O-])c1C,106,94,103,112,90,105,100,94
NC(=O)c1ccc(NC(=O)c2oc3ccccc3c2-c2cnn(-c3ccccc3)c2)cc1,-29*[50 µM],15[50 µM],-27*[50 µM],-11*[50 µM],-1.8*[50 µM],-29*[50 µM],45[50 µM],16[50 µM]
COc1ccc(C2=C(c3c[nH]c4ccccc34)C(=O)OC2)cc1OC,65,86,100,93,65,100,x,83
COc1ccc2c(c1)CC1OCCc3cc(OC)c(OC)c-2c31 (configuration not stated),95,92,108,96,71,94,133,93
N[C@@H](CCCCNCC(=O)O)C(=O)O,97,101,97,97,91,108,98,85
N#Cc1c(-c2ccc(Cl)cc2)csc1NC(=O)Nc1cccc(C(F)(F)F)c1,28,-17*,23,1.1*,-2.9*,60,20,14
CC(=O)c1ccc(Oc2nccc(-c3ccc(Cl)cc3)n2)cc1,82,100,91,94,87,72,109,103
CNS(=O)(=O)/N=C1\NC(=O)NC1=C(Cl)Cl,105,106,116,108,97,105,110,114
COc1ccc(Cn2c(Br)c3c(c2-c2ccccc2)CCc2sc(N)nc2-3)cc1,105,91,98,93,78,82,129,92
Nc1c(I)cc(I)cc1I,103,101,109,110,91,101,100,85
C#Cc1nc2ccccc2s1,77,97,103,90,73,106,122,103
O=C(c1ccccc1)C(O)C(Br)(CBr)c1ccccc1 (configuration not stated),102,92,105,93,96,105,88,x
O=[N+]([O-])c1cc2c3ccccc3ccc2c2ccccc12,86,93,76,71,78,x,x,104
CN1C(=S)N(C)C2NC(N3CCOCC3)=NC21 (configuration not stated),98,107,104,122,99,102,90,100
O=C(Nc1ccc(F)cc1)c1cc2ccccc2cc1O,x,79,94,81,64,95,141,69
CCOC(=O)CCCc1cccc2ccccc12,97,101,98,110,86,119,104,111

# Additional structures.
smiles,CAKI-1,SN12C,786-0,ACHN,UO-31,RXF 393,TK-10,A498
C=C1C(=O)O[C@H]2[C@H]1CC/C(COC(=O)NCc1ccc(Cn3c(=O)sn(CCCCl)c3=O)cc1)=C\CC[C@@]1(C)O[C@@H]21,28,18,38,-58*,11,-77*,-65*,104
COc1cccc(/C=N/N=C(N)N)c1,104,95,117,100,83,106,113,78
COc1ccccc1S(=O)(=O)Nc1ccc2c3c(cc(CCC(=O)NCCCCNc4cccc5c4C(=O)N(C4CCC(=O)NC4=O)C5=O)cc13)C(=O)N2C (configuration not stated),37,8.0*,20,92,55,-14*,58,16
CCOC(=O)/C(=C/c1ccc(OC)cc1)P(=O)(OCC)OCC,82,84,103,87,79,73,136,87
CCC(=O)Nc1cc2c(cc1Cl)-c1ccccc1C2,84,69,91,87,43,102,110,84
CC(C)c1ccc(\C=N/N=C(N)/C(N)=N\N=C/c2ccc(C(C)C)cc2)cc1,x,95,91,101,82,116,99,76
O=c1scc(-c2ccc([N+](=O)[O-])cc2)s1,108,97,101,98,91,121,93,91
O=C(O)c1ccccc1C(=O)Nc1ccc(S(=O)(=O)Nc2nccs2)cc1,87&102,96&105,95&106,96&113,75&85,96,102&107,105&90
N#Cc1c(-c2ccccc2)cc(-c2ccccc2)n(CC(=O)Nc2ccccc2N)c1=O,92,105,102,97,70,95,125,97
O=C1NC(=O)c2cc(Br)ccc21,x,107,102,100,91,120,87,114
COc1ccc(Nc2ncc3c(n2)CCc2cnc(Nc4ccc(OC)c(OC)c4)nc2-3)cc1OC,76,89,103,80,81,89,111,65
C/C(CC(c1ccccc1)N1CCc2ccccc2C1)=N/O (configuration not stated),90,100,100,98,85,106,122,91
CCOc1ccc(N2C(=O)N(c3ccc(SC)cc3)C(=O)C2=S)cc1,99,107,102,102,79,117,98,105
CC1=C(CCC(C)NCc2ccc(OCCCN3CCCCC3)cc2)C(C)(C)CCC1 (configuration not stated),-56*,-61*,-86*,-84*,-96*,-89*,-94*,-72*
OCc1cccc(-c2noc([C@@H]3CCCN4CCCC[C@H]34)n2)c1,95,93,98,109,84,121,106,103
CCOC(=O)COC(C)C(=O)OCC (configuration not stated),108,108,105,107,101,118,111,109
Cc1cccc(Cc2cccc(C)c2O)c1O,93,92,92,127,74,93,87,92
Nc1ncnc2c1c(-c1ccc(Oc3ccccc3)cc1)nn2C[C@@H]1SSC[C@@H]1O,x,37,57,24,14,38,x,44
COC(=O)C1=CCCCC(O)=C1C(=O)OC,105,108,114,102,82,87,102,103
O=c1c2ccccc2nc2n1Cc1nc3ccccc3c(=O)n1C2,93,102&97,104&103,102&96,93&81,108&107,102&107,103&94

# (listing goes on)
smiles,CAKI-1,SN12C,786-0,ACHN,UO-31,RXF 393,TK-10,A498
CCCNC(=O)Oc1ccc(/C(=C(/C)Cc2ccc(OC)cc2)c2ccc(OCCN3CCCCC3)cc2)cc1,x,85,82,102,61,89,81,x
C=CCNc1ccc2c3c(cccc13)C(=O)N(c1ccc(/C(=C(\C)c3ccccc3)c3ccccc3)cc1)C2=O,83,84,102,81,55,130,118,69
CC(C)=CCCC(C)CC1OCCC(C)O1 (configuration not stated),86,109,99,105,92,113,83,66
CCCCN1C(=O)C(O)(CC(=O)c2cc3ccccc3oc2=O)c2ccccc21 (configuration not stated),83,100,111,98,57,108,121,139
CSCC[C@H](N)C(=O)O,96,103,99,116,83,118,119,102
O=C(Cn1ccc(=O)[nH]c1=O)Nc1nccs1,93,102,109,112,91,112,100,x
CC1=C(C)C(=O)C(Nc2cccc(C(F)(F)F)c2)=C(Cl)C1=O,93,88,102,-38*,77,98,184,55
CCCCCCCC12Cc3ccccc3C1=Nc1c(c3ccccc3n1C)C2=O (configuration not stated),80,92,105,93,57,104,102,86
CCOC(=O)CNc1ccc2c(c1)C(=O)c1ccccc1-2,95,105,105,114,77,102,113,95
O=[N+]([O-])c1cc[n+]([O-])cc1,106,93,106,114,94,114,110,94
COc1ccc(C=O)c([N+](=O)[O-])c1O,103,99,104,127,113,113,103,105
O=C1/C(=C/c2ccc(Cl)cc2)COc2ccc(O)c(O)c21,-14*,-51*,-81*,-66*,-98*,9.7*,17,114

# Part of the list above in order of SMILES length, high to low:
smiles,CAKI-1,SN12C,786-0,ACHN,UO-31,RXF 393,TK-10,A498
CC(=O)OCC(=O)[C@@]1(O)CCC2C3CCC4=CC(=O)CC[C@]4(C)C3[C@@H](O)C[C@@]21C (some centres not stated),83,49,109,96,77,121,x,108
c1cnc2c(c1)CCC[C@@H]2N(CCCN1CCNCC1)Cc1cc2ccccc2cn1,57,78,85,65,38,83,83,109
CC1=C(CCC(C)NCc2ccc(OCCCN3CCCCC3)cc2)C(C)(C)CCC1 (configuration not stated),-56*,-61*,-86*,-84*,-96*,-89*,-94*,-72*
Cc1ccc(-c2cn(CC(=O)Nc3nc4ccccc4s3)nn2)cc1,87,98,106,102,67,116,113,112
COc1ccc2c(c1)CC1OCCc3cc(OC)c(OC)c-2c31 (configuration not stated),95,92,108,96,71,94,133,93
COc1ccc(C=O)c([N+](=O)[O-])c1O,103,99,104,127,113,113,103,105
